D2 PAM: positively modulates the human D2 dopamine receptor allosterically | HEK293 T-REx D2, calcium flux, EC20 dopamine potentiation | AID 485347 | potentiation, % at 10 µM | hit rate 0.34% among 340,000 | P14416;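 active = potentiation over 3 SD above the plate norm, cut at about 30% in these data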; note: 0% is about no effect
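Calcium flux readout, no-wash dye, 1 read/s. Inducible HEK293 Trex D2 line, overnight 30 C. Compound alone 180 s (agonist flags), then EC20 dopamine, another 180 s to score potentiation.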
TRHR ag: agonists of human TRH receptor; AID 493084; hit rate 0.18% among 360,000; P34981; activation, % at 2 µM; TRHR cells, calcium flux fluo-8, FDSS agonist mode; note: 0% is about no effect
Target sequence (P34981 whole entry, looked up): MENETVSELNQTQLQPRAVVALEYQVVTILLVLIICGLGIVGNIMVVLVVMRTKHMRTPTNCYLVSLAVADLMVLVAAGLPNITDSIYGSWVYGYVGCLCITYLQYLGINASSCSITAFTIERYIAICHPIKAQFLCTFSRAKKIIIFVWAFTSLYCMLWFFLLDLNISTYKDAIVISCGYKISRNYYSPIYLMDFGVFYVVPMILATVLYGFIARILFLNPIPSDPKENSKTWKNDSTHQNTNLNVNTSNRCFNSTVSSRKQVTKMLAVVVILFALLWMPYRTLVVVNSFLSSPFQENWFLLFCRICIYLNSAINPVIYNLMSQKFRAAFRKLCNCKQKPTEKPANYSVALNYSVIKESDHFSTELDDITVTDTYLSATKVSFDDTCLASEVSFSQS
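Agonist-mode FDSS calcium read (Ex 480/Em 530, 1 s cycles) in 1536-well TRHR cells with fluo-8 dye, after 10-cycle baseline and 23 nL compound addition; TRH at EC20 (10 nM final) added afterwards for the enhancer phase.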
TRHR enhancer: allosteric enhancers of human TRH receptor; TRHR cells, fluo-8 calcium fluorescence, EC20 TRH enhancement; hit rate 0.66% among 360,000; enhancement, % at 2 µM; P34981; AID 493056; in the data active = enhancement above about 30%; note: 0% is about no effect
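TRHR-expressing cells loaded with fluo-8 calcium dye were read kinetically (ex 480/em 530) during compound addition, then stimulated with an EC20 of TRH (10 nM final). Enhancement of the Gq-mediated intracellular calcium response was scored.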
D1 PAM: enhances dopamine response at the human D1 receptor | P21728 | HEK293 TREx D1 cells, calcium flux, dopamine EC20 potentiation | potentiation, % at 10 µM | hit rate 0.036% among 360,000 | AID 504651; in the data active = potentiation above about 30%; note: 0% is about no effect
Target sequence (P21728 whole entry, looked up): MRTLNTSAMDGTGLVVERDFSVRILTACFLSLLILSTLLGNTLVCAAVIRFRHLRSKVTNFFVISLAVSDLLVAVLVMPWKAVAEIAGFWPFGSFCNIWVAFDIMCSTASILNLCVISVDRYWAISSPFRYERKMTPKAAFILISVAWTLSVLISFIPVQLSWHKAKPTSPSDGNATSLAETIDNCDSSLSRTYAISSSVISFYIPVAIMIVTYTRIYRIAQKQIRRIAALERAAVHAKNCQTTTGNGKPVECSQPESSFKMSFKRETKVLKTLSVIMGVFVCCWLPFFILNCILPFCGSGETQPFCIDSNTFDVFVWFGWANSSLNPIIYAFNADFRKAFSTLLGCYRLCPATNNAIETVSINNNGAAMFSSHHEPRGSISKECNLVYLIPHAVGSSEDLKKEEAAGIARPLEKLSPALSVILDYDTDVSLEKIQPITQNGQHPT
D1 antagonist: antagonists of human D1 dopamine receptor; P21728; HEK293 TREx D1 cells, calcium flux, dopamine EC80; hits give low values; activity change, negative = inhibition, % at 10 µM; hit rate 3.2% among 360,000; AID 504652; in the data active = activity change below about -30%; note: % is set by controls: 0 for no effect and ±100 for the full control effect
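After overnight tetracycline induction at 30 C, force-coupled D1 HEK293 cells took up a no-wash calcium dye at room temperature. Compounds were added and monitored 180 s, and the response to EC80 dopamine was then recorded.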
D2 antagonist: antagonists of human D2 dopamine receptor | P14416 | HEK293 TREx D2 cells, calcium flux, dopamine EC80 | inhibition, % at 10 µM | hit rate 2% among 340,000 | AID 485344; in the data active = inhibition above about 30%; note: 0% is about no effect
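Compounds are added to dye-loaded, induced HEK293 T-REx cells coupled to calcium release via D2; after a 3 min kinetic read an EC80 dopamine stimulus is given and fluorescence is recorded for 3 more min.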
D2 agonist: D2 dopamine receptor (human) agonism; P14416; HEK293 T-REx D2 cells, calcium flux agonist mode; activation, % at 2 µM; AID 485358; hit rate 0.53% among 340,000;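 active = activation over 3 SD above normal in the single-dose calcium agonist read, cut at about 30% in these data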; note: 0% is about no effect
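Tetracycline-induced HEK293 Trex cells with D2 receptor force-coupled to calcium signaling, plated overnight at 30 C and loaded with no-wash calcium dye. Calcium flux read kinetically for 180 s after compound addition; responses flag agonists.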
D1 ag: human D1 receptor agonism. HEK293 T-REx D1 cells, calcium flux, agonist mode. activation, % at 2 µM. hit rate 1% among 360,000; note: 0% is about no effect
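Tetracycline-induced HEK293 TREx D1 cells, force-coupled to calcium signalling, were dye-loaded with a no-wash calcium kit. Compound was pin-added after a 10 s baseline. Fluorescence was read kinetically at 1 cycle/s for 180 s, with calcium rises flagged as agonism.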
RXFP1 antagonist: blocks the human relaxin receptor RXFP1. hit rate 0.59% among 350,000. Q9HBX9. HEK293-RXFP1, relaxin-stimulated cAMP HTRF, 30 min; hits give low values. AID 1259400. activity change, negative = inhibition, % at 57.5 µM;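 active = activity change of -60% or lower, but not beyond a set lower limit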; note: % is set by controls: 0 for no effect and ±100 for the full control effect
Active calls of the source: *; / = not tested or not shown. Cut-off read from the data, not from the text of the source, unless noted: active = activation above about 30%; inactive = the rest.

SMILES	D2 PAM	TRHR ag	TRHR enhancer	D1 PAM	D1 antagonist	D2 antagonist	D2 agonist	D1 ag	RXFP1 antagonist
O=C(NCc1cccnc1)/C(=C\c1ccc(-c2ccc(Cl)c(Cl)c2)o1)S(=O)(=O)c1ccccc1	2	1.5	-9	-9	1	1	3.7	14	/
CCO/C=C1/C(=O)N(Cc2ccccc2)C(=O)c2ccccc21	-2	-0.3	-3	6	3	0	-0.8	1	4
O=C(Nc1cccc(F)c1)c1cc(S(=O)(=O)N2CCOCC2)cs1	-10	0.1	1	-1	-84*	-10	0.3	7	-27
Cc1ccc(-n2c(SCC(=O)N3Cc4ccccc4CC3C(=O)O)nnc2-c2cccnc2)c(C)c1 (stereo not drawn)	15	0.0	11	2	3	3	0.5	0	-4
COCCn1c(Cc2ccccc2)nnc1SCC(=O)NC(C)(C)C	5	-0.3	-1	-5	-3	-13	-0.6	6	-5
CC(Sc1nnnn1-c1ccccc1)C(=O)Nc1ccc(N2CCN(C)CC2)cc1 (stereo not drawn)	30	-0.2	9	-14	-37*	/	/	10	-1
COC(=O)CCN(C(=O)c1cc([N+](=O)[O-])cc([N+](=O)[O-])c1)c1ccccn1	12	-0.1	-6	4	-6	1	1.1	0	-17
CSc1ccc(C(=O)C2CCCN(C(=O)CCn3cncn3)C2)cc1 (stereo not drawn)	1	-0.6	3	0	19	-1	0.3	1	-4
CN(C(=O)COC(=O)c1ccc(Cl)nc1)C1CCS(=O)(=O)C1 (stereo not drawn)	-7	1.1	-13	0	0	18	2.9	2	-18
CCOc1ccc(NC(=O)Cn2cc(C(=O)c3ccc(C)cc3)c(=O)c3cc4c(cc32)OCO4)cc1	-4	0.9	-1	1	1	/	0.4	2	/
COc1ccc(OC)c(S(=O)(=O)Nc2ccc(C(N)=O)cc2)c1	/	1.1	3	-2	10	/	/	3	6
CCOc1ccc(C(C)=O)cc1N1C(=O)C2C3C=CC(C3=C(C)C)C2C1=O (stereo not drawn)	-6	-1.0	1	-2	3	-2	-1.0	0	2
Cc1ccc(NC(=O)Cn2c(O)c(N=NC(=O)c3ccncc3)c3ccccc32)cc1	9	-1.2	5	-4	-4	-5	2.8	2	23
C(=C\c1ccccc1)/C=N/N1CCN(Cc2ccccc2)CC1	0	-0.9	-2	-5	9	40*	-1.2	0	-3
CC(O)C(=O)N/N=C/c1cccc2ccccc12 (stereo not drawn)	1	-0.7	-4	3	-7	-6	-0.1	2	-1
CSCCC(N=CC1=C(O)CC(C)(C)CC1=O)C(=O)O (stereo not drawn)	-2	0.4	1	4	3	-2	0.5	1	-12
O=[N+]([O-])c1ccccc1N/N=C1\CCc2ccccc21	-9	1.0	0	-2	/	12	6.0	0	-12
CCOC(=O)C(NCc1ccc2c(c1)OCO2)(NC(=O)CC)C(F)(F)F (stereo not drawn)	6	0.9	-5	3	0	-6	-0.1	0	4
CCOc1ccc(S(=O)(=O)Nc2ccc(C(=O)NNC(=O)c3ccncc3)cc2)cc1	-9	-0.4	12	2	-10	-4	-0.6	1	5
COC(=O)c1ccccc1NC(=O)Cn1c(=O)n(CCCC(=O)NCc2ccccc2Cl)c(=O)c2ccccc21	-5	0.6	-8	-3	5	/	0.4	1	/
Cc1ccc(NC2=C(C(=O)c3ccccc3)N(C)S(=O)(=O)c3ccccc32)cc1	1	0.3	-7	-1	-5	25	0.6	1	-8
CCN(CC)c1ccc2c(-c3ccc(S(=O)(=O)O)cc3S(=O)(=O)[O-])c3ccc(=[N+](CC)CC)cc-3oc2c1	4	-0.4	8	-3	-18	-4	-1.0	172*	37
Cc1cc(C(=O)COC(=O)c2n[nH]c(=O)c3ccccc23)c(C)n1C(C)C	0	-0.9	-3	1	8	0	0.4	1	7
CC1CCCC(C)N1CC(O)COc1c(F)cc(Br)cc1F (stereo not drawn)	10	0.0	2	-14	-52*	7	-1.1	6	-16
CC(C)n1ncc2c(C(=O)Nc3ccc(S(C)(=O)=O)cc3)cc(C3CC3)nc21	-17	-0.7	-3	-5	0	12	-1.2	0	15
C[N+]1(CC(=O)Nc2ccc(F)cc2)CCN(C(=O)c2ccco2)CC1	43*	-0.6	5	-4	-16	-2	-0.5	1	10
CCCS(=O)(=O)N1CC(=O)N(c2ccccc2C)C(C)(C(=O)NC2CCCC2)C1 (stereo not drawn)	0	0.1	-7	2	6	/	1.0	0	4
O=C(C1CCN(S(=O)(=O)c2cccs2)CC1)N1CCCC(C(F)(F)F)C1 (stereo not drawn)	4	-0.2	0	-1	-6	12	-0.2	3	-5
Cc1cccn2c(=O)c3cc(C(=O)N4CCCC(C)C4)sc3nc12 (stereo not drawn)	-1	-0.4	-3	/	22	9	-0.1	5	2
CCOc1ccc(S(=O)(=O)NCCC(=O)OCN2C(=O)c3ccccc3C2=O)cc1	-8	0.0	12	4	-8	-14	0.9	3	-11

Entries listed so far that have a nitro group on carbon:
SMILES	D2 PAM	TRHR ag	TRHR enhancer	D1 PAM	D1 antagonist	D2 antagonist	D2 agonist	D1 ag	RXFP1 antagonist
COC(=O)CCN(C(=O)c1cc([N+](=O)[O-])cc([N+](=O)[O-])c1)c1ccccn1	12	-0.1	-6	4	-6	1	1.1	0	-17
O=[N+]([O-])c1ccccc1N/N=C1\CCc2ccccc21	-9	1.0	0	-2	/	12	6.0	0	-12

4 neighbouring compounds out of the list so far, for reference:
SMILES	D2 PAM	TRHR ag	TRHR enhancer	D1 PAM	D1 antagonist	D2 antagonist	D2 agonist	D1 ag	RXFP1 antagonist
CC(C)n1ncc2c(C(=O)Nc3ccc(S(C)(=O)=O)cc3)cc(C3CC3)nc21	-17	-0.7	-3	-5	0	12	-1.2	0	15
C[N+]1(CC(=O)Nc2ccc(F)cc2)CCN(C(=O)c2ccco2)CC1	43*	-0.6	5	-4	-16	-2	-0.5	1	10
CCCS(=O)(=O)N1CC(=O)N(c2ccccc2C)C(C)(C(=O)NC2CCCC2)C1 (stereo not drawn)	0	0.1	-7	2	6	/	1.0	0	4
O=C(C1CCN(S(=O)(=O)c2cccs2)CC1)N1CCCC(C(F)(F)F)C1 (stereo not drawn)	4	-0.2	0	-1	-6	12	-0.2	3	-5

Next results follow.
SMILES	D2 PAM	TRHR ag	TRHR enhancer	D1 PAM	D1 antagonist	D2 antagonist	D2 agonist	D1 ag	RXFP1 antagonist
CCOc1cccc(CNCCO)c1OCc1ccc(Cl)cc1	-7	1.0	1	-2	2	-5	0.2	14	13
N#Cc1ccc(NC(=O)Cn2cnc(S(=O)(=O)N3CCc4ccccc43)c2)cc1	6	0.2	4	-4	-4	-14	-0.3	1	-17
CNC(=O)CSc1nc2cc(S(=O)(=O)Nc3ccccc3OC)ccc2o1	0	0.3	15	-8	-27	-1	0.2	6	-11
CC(OC(=O)CNC(=O)c1ccc2ccccc2c1)C(=O)NC1CCCCC1C (stereo not drawn)	0	-0.2	0	-2	30	7	1.0	16	-3
CC1=C(C(=O)Nc2ccc(Cl)cc2C(=O)N2CCC(C(N)=O)CC2)SCCO1	-2	0.2	3	2	5	-21	1.3	2	17
Cc1ccccc1Nc1nc(N)nc(COC(=O)CCS(=O)(=O)c2ccc(Cl)cc2)n1	-4	0.2	19	11	22	3	0.1	-1	1
O=C(N/N=C/c1ccc2nccnc2c1)c1ccccc1O	-7	1.1	-6	-1	2	8	-1.1	2	/
COC(=O)c1cc2oc(C)cc2n1Cc1c(C)cc(C)cc1C	4	-0.1	0	2	12	/	3.7	1	-16
C/C(N)=C(/C#N)C(=O)CSc1ccccc1F	-2	0.2	2	-2	15	-2	-0.5	5	4
Cc1ccccc1OCC(=O)Nc1nc(C)c(C(=O)N(C)C)s1	8	0.3	5	-5	-13	8	0.1	5	-1
C=CCn1c(-c2ccccc2)cc(SC)c(C#N)c1=O	-1	1.8	-12	-10	-28	11	0.2	15	-8
CC(=O)c1cnn(-c2ccc(Cl)cc2)c1C	-2	0.4	7	-5	5	-1	0.1	-1	-1
COC(=O)c1cccc(C23CC4(C2)[C@H](CN(C)[C@@H]4c2ccccc2)C3c2ccc(C(F)(F)F)cc2)c1 (stereo partly drawn)	-15	-0.2	9	4	14	-10	0.4	-1	/
Cc1cccc(C)c1NC1=NC2(CCCCC2)N=C(N)N1	-12	1.0	-10	1	-3	9	0.3	2	-8
CCCc1ccc(Oc2cc(Cl)nc(N)n2)cc1	-2	-0.1	0	-7	-8	-4	-3.5	3	19
O=C(O)COc1ccccc1/C=N/NC(=O)CSc1nc2ccccc2c(=O)n1-c1ccccc1	3	-0.2	25	1	9	5	-0.8	0	-1
COc1ccc(CC(=O)OCC(=O)N2N=C(c3ccccc3)CC2c2ccc(OC)cc2)cc1 (stereo not drawn)	6	1.1	-1	-5	-4	-21	5.2	15	-2
O=C(c1cccc(C(F)(F)F)c1)N1CCOC12CCN(c1ncc(C(F)(F)F)cc1Cl)CC2	-11	0.4	-8	-9	-3	-14	0.1	2	-9
Cc1ccc(NC2=C(CC(=O)O)C(c3ccc(F)cc3)N(c3ccc(C)cc3)C2=O)cc1 (stereo not drawn)	-5	-0.3	-5	-2	-1	/	-0.9	1	/
CN(C)c1ccc(C(CNS(=O)(=O)c2ccc([N+](=O)[O-])cc2)N2CCCC2)cc1 (stereo not drawn)	8	-0.1	3	0	17	-6	0.1	7	4
Nn1c(SCC(=O)Nc2ccccc2F)nnc1-c1cccs1	-1	0.0	0	-5	10	0	0.0	0	13
O=C(CNC(=O)c1cccnc1)N/N=C/c1cc(Br)c(O)c(Br)c1	4	0.1	-6	-4	-11	6	0.3	4	-5
Cc1ccc(C)c(NC(=O)c2cc(S(=O)(=O)NCCc3ccccc3)ccc2F)c1	-4	-0.1	8	-1	-7	/	0.4	0	-3
Fc1ccc(-c2cc3nc(-c4ccccc4)cc(N4CCN(CCN5CCOCC5)CC4)n3n2)cc1	-24	3.1	-3	-5	-10	-12	1.3	12	-18
CCOC(=O)c1c(C)[nH]c(C(=O)COC(=O)CSC)c1C	13	0.0	8	0	-5	11	0.0	0	8
O=[N+]([O-])c1ccccc1CN1CCN(Cc2c[nH]c3ccccc23)CC1	-22	1.7	20	-10	-30*	-20	0.2	19	-2
CC(C)(C)N(Cc1ccccc1)C(=O)CCc1ccccc1	-1	-0.9	0	-6	13	16	-1.5	4	-20
COc1ccc(C(=O)Nc2ccc3oc(-c4cc(Cl)ccc4Cl)nc3c2)cc1Br	3	-1.0	4	0	-1	/	-0.3	3	-9
CC1Oc2ccccc2C=C1/C=N\NC(=O)c1cccnc1 (stereo not drawn)	4	-1.0	10	6	3	15	-1.2	2	-23
CS(=O)(=O)N(CCC(=O)O)Cc1ccccc1	12	0.2	7	-4	-4	-1	0.2	2	-1
CCOC(=O)c1c(/N=C/N(C)C)sc(C(=O)OC)c1C	5	-0.5	10	-1	-12	-6	-0.7	1	5
CCCc1cnc2c(c1SCC(=O)NCc1ccc(C)cc1)c(=O)n(C)c(=O)n2C	/	-0.2	-1	0	/	/	-0.9	-3	8
O=C(C1CCC1)N(CCc1ccccc1)Cc1nc2ccccc2c(=O)[nH]1	-10	0.4	1	-3	-2	-16	1.1	2	-5

Screens from PubChem BioAssay.
